Compound activity from PubChem BioAssay.
BRCT inh red = qHTS Assay for Inhibitors of BRCT-Phosphoprotein Interaction (Red Fluorophore). BRCT-phosphopeptide binding, red fluorescence polarization. Potency, µM (titrated, usually from 76.9 µM), for the others: top-dose activity change, negative = inhibition, usual class: inhibitors. 75,000 compounds, 0.03% hits; also: % is scaled to controls: 0 for no effect and ±100 for the full control effect
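Rhodamine-labelled pBACH1 10-mer (100 nM) bound to BRCT domain (100 nM) at pH 7.3; compounds incubated 12 min room temperature, polarization read. Free peptide defines full inhibition; unlabelled decapeptide titrated as control.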
Epigenetic mod = qHTS Assay for Epigenetic Modulators; mouse C127i GFP locus derepression, cytometry, 30 h; Potency, µM (highest dose often 46.1 µM), without a hit: at the highest dose GFP derepression (activation); 68,000 compounds, 0.09% hits; also: % of control where 0% means no effect
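Murine C127i mammary cells carrying a silenced, stably integrated CMV-driven GFP reporter were treated with compound for 30 hours at 37 C. After PBS washes, GFP-positive cells were counted by laser-scanning microplate cytometry.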
Pol III holo inh = qHTS Assay for Inhibitors of DNA Polymerase III Holoenzyme System. reconstituted DNA polymerase III holoenzyme replication, biochemical. Potency, µM (top dose mostly 57.1 µM), without a hit: top-dose activity change, negative = inhibition. 71,000 compounds, 0.25% hits. AID 603, 2007; also: potency is read from the fitted curve at half-maximal effect; % is scaled to controls: 0 for no effect and ±100 for the full control effect
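Reconstituted *E. coli* holoenzyme (0.35 nM Pol III, 1 nM beta, 154 nM SSB, 2 nM primase) was preincubated with compound for 15 min at RT. Synthesis on 1.4 nM ssM13Gori ran 35 min, then was stopped with PicoGreen/EDTA and read as dsDNA fluorescence.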
A350 autofl = qHTS Assay for Spectroscopic Profiling in A350 Spectral Region; Compound autofluorescence, 340/450 nm, Alexa 350 dye-equivalents; stronger effect = higher value; max dye-equivalent concentration, M; 59,000 compounds, 11% hits; in the data active = max dye-equivalent concentration above about 10 nM; inconclusive = mostly about 1.1 nM to 9.6 nM
Ub-GFP proteasome = Ubiquitin-GFP Assay. Ubiquitin-GFP reporter cells, proteasome inhibition, GFP fluorescence; response scale: untreated = 0%, 10 µM MG-132 = 100%. Potency, µM (series often up to 45.9 µM), without a hit: at the highest dose activation (GFP accumulation), usual class: activators. 67,000 tested, under 10 active; active = well fitted activation curve with a large enough effect, not every such curve was filed as active; inconclusive = small, poorly fitted or top-dose-only effect, or another doubt; inactive = no such curve, though single readings can be large or run the other way; also: potency is read from the fitted curve at half-maximal effect
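U2OS cells stably expressing ubiquitin(G76V)-GFP, seeded overnight in 0.5% FBS medium, were exposed to compounds (qHTS, 46 uM to 2.9 nM) for 4 hr at 37 °C. GFP-positive cells were counted by laser cytometry (488 ex/515 em), normalized between basal and 10 uM MG-132.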
15-hLO inh = qHTS Assay for Inhibitors of 15-hLO (15-human lipoxygenase); purified 15hLO-1, xylenol orange hydroperoxide absorbance; Potency, µM (highest dose often 57.1 µM), inactives show at the top dose activity change, negative = inhibition, hits mostly inhibitors; AID 887, 2007; 74,000 compounds, 1.4% hits; also: potency is read from the fitted curve at half-maximal effect; % is scaled to controls: 0 for no effect and ±100 for the full control effect; nearly all actives have a fitted effect of over 55% in size
Target sequence (P16050 whole entry, looked up): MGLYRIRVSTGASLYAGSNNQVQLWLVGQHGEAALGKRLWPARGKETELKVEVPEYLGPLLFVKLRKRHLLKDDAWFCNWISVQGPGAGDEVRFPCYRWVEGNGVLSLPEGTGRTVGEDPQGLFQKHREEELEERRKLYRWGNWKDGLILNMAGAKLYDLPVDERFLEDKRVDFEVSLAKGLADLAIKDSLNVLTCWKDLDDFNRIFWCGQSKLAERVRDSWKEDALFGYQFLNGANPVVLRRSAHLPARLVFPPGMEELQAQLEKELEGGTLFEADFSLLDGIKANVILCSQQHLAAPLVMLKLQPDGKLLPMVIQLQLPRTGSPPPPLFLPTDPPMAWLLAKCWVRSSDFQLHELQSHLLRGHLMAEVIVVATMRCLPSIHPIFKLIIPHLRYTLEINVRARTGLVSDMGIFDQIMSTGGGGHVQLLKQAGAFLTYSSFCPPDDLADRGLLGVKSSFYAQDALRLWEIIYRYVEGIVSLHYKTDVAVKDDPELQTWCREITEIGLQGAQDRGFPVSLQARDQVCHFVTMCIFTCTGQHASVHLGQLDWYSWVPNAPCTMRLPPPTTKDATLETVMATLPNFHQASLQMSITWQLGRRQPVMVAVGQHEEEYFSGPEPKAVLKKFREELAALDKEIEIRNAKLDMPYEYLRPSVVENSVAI
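Inhibition is scored from a chromogenic endpoint. After 15 min enzyme-compound contact, arachidonic acid (50 uM final) reacts 6 min with 40 nM 15hLO-1 at room temperature, then Fe-XO reagent is added for 30 min and absorbance ratio recorded.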
Hsp90 Hop PPI = qHTS Assay for Disrupters of an Hsp90 Co-Chaperone Interaction; AlphaScreen TPR2A-His6 binding biotin-Hsp90 C-terminal peptide; AID 595, 2007; 71,000 compounds, 0.44% hits; Hsp90 C-terminal peptide / TPR2A (Hop) interaction, human; Potency, µM (titrated, usually from 57 µM), inactives show at the top dose activity change, negative = inhibition; active = well fitted curve in either direction with a large enough effect; inconclusive = small, poorly fitted or top-dose-only effect, or another doubt; also: potency is read from the fitted curve at half-maximal effect; % is scaled to controls: 0 for no effect and ±100 for the full control effect; many of its hits are not listed in these tables
HBB splicing = qHTS Assay for Modulators of Hemoglobin Beta Chain Splicing; HBB splicing reporter cell assay, activation; EGFP reporter with mutant IVS2-654 intron; response scale: normalised to 500 nM splice-correcting PNA; Potency, µM (highest dose often 46.1 µM), without a hit: top-dose activation, usual class: activators; 65,000 compounds, 0.06% hits; AID 925, 2007; also: potency is read from the fitted curve at half-maximal effect; 0% is about no effect
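Compounds were applied for 2 days to HeLa EGFP-654 cells, 500/well in Optimem with 2% FCS. The reporter's EGFP is disrupted by mis-splicing of beta-globin intron IVS2-654. Readout: summed well GFP fluorescence from 488 nm laser scanning; reference was 500 nM antisense […] 654 PNA.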
4-MU autofl = qHTS Assay for Spectroscopic Profiling in 4-MU Spectral Region. compound autofluorescence, 340/450 nm, 4-MU equivalents; stronger effect = higher value. max dye-equivalent concentration, M. 59,000 compounds, 11% hits. AID 589, 2007; in the data active = max dye-equivalent concentration above about 10 nM; inconclusive = mostly about 1.1 nM to 9.6 nM
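Compounds in 100 mM Tris, pH 8.0, sat 15 min at room temperature before fluorescence was read at 340 nm excitation/450 nm emission; a per-plate six-point 4-MU standard curve converted signals to dye-equivalent concentration at each compound concentration.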
BRCT inh green = qHTS Assay for Inhibitors of BRCT-Phosphoprotein Interaction (Green Fluorophore); Potency, µM (titrated, usually from 76.9 µM), for inactives: top-dose activity change, negative = inhibition, actives largely listed as inhibitors; 75,000 compounds, 0.05% hits; Breast cancer type 1 susceptibility protein (Homo sapiens), P38398; BRCA1 BRCT-phosphopeptide binding, green fluorescence polarization;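 also: potency is read from the fitted curve at half-maximal effect; plate controls were peptide without protein for full effect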
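Fluorescence polarization: His-tagged BRCT (~35 kDa BRCA1 C-terminus, 250 nM) bound to 100 nM fluorescein-labeled phosphorylated 10-aa BACH1 peptide, pH 7.3 phosphate buffer with DTT and Tween 20. Compounds incubated 12 min at room temperature; inhibition read as lowered polarization.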
CRE Fsk mod = Cell signaling CRE-BLA (Fsk stim); 71,000 compounds, 2.5% hits; Potency, µM (top dose mostly 38.2 µM), inactives show at the top dose activity change, negative = inhibition, actives largely listed as activators; CHO CRE-bla reporter (cAMP response element driving beta-lactamase), forskolin EC10, beta-lactamase ratio; AID 662, 2007; active = well fitted activation curve with a large enough effect in the signal ratio, with a control signal flat, not every such curve was filed as active; inconclusive = small, poorly fitted or top-dose-only effect, or effect the other way, or a change in a side signal; the % refers to the signal ratio; also: potency is read from the fitted curve at half-maximal effect; % of control where 0% means no effect
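CRE-bla CHO reporter cells treated with compound titration plus EC10 NKH 477 (water-soluble forskolin), incubated 3 h at 37 °C; CCF4 loading 2 h at room temperature, 460/530 nm emission ratio read, AC50 values derived for positive or negative modulators.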
* marks the source's active call; other numbers are inactive results; i = inactive; u = inconclusive; x = no result given; & = joins results of further samples; [ ] = another dose, or the depositor's remark. Unless noted, calls follow the shape of the dose curve; as a rule, active = well fitted curve in the direction sought with a large enough effect; inconclusive = small, poorly fitted or top-dose-only effect, or another doubt; inactive = no such curve, though single readings can be large; an effect the other way counts as inactive or inconclusive. No enrichment for hits (roughly 12% active in at least one column).

compound,BRCT inh red,Epigenetic mod,Pol III holo inh,A350 autofl,Ub-GFP proteasome,15-hLO inh,Hsp90 Hop PPI,HBB splicing,4-MU autofl,BRCT inh green,CRE Fsk mod
COP(C)(=O)c1c(C)nn(-c2ccccc2)c1C (configuration not stated),1.3%,0%,-5%,i,0%,22%,-1%,-2.4%,i,-6.5%,-4%
Cc1cc(C(=O)Nc2ccccc2C#N)n(-c2ccccc2)n1,0.7%,2%,-4%,x,-4%,11%,-1%,-0.6%,x,-1.5%,5%
O=c1[nH]c2cc([N+](=O)[O-])c([N+](=O)[O-])cc2[nH]c1=O,-3.0%,3%&0%,-6%&0%,i,-3%&3%,-15%[25.6 µM],-11%&-8%,1.3%,i,5.2%,-8%&-2%
CCOc1ccc2cc(C#N)c(SCC(=O)N3CCOCC3)nc2c1,-3.2%,0%,-3%,1.4e-07M*,-1%,-6%,-4%,x,1.6e-07M*,3.8%,7%
O=C(CC1(O)C(=O)N(Cc2ccc3c(c2)OCO3)c2ccccc21)c1ccccc1 (configuration not stated),0.5%,6%,-1%,i,0%,-6%,-4%,-0.3%[57.5 µM],i,0.4%,-18%
O=C(CCC(=O)c1cccs1)OCC(=O)N1CCN(C(=O)c2ccco2)CC1,0.4%,2%,-2%,i,5%,-8%,-6%,-2.1%,i,-2.2%,-13%
Cc1ccc2c(c1)CCCN2C(=O)c1ccncc1,-1.7%,0%,-4%,i,-5%,-9%,-1%,2.2%,i,-0.9%,1%
CCCCCCCCN[C@@H](C)[C@H](O)c1ccc(SC(C)C)cc1,0.5%[34.4 µM],0%[20.6 µM],-10%[25.6 µM],u,-6%[20.5 µM],-2%[25.6 µM],-5%[26 µM],-1.5%[20.6 µM],u,0.9%[34.4 µM],-22%[17.1 µM]
O=C1O/C(=C\C(=O)N2CCOCC2)c2ccccc21,-0.2%,4%,-15%,x,-8%,6%,-2%,0.8%[9.22 µM],x,-1.7%,0%
CCc1ccccc1S(=O)(=O)Cc1ccc(C(=O)N2CCN(c3ccccc3OC)CC2)o1,-0.4%,x,0%,x,-4%,-15%,-5%[2.3 µM],-1.7%,x,1.6%,-22%
Cc1csc(NC(=O)CSc2nnc(Cn3c(=O)sc4ccccc43)n2-c2ccccc2)n1,-1.3%,-3%,-12%,x,4%,-4%,-8%,-1.5%,x,0.1%,-8%
O=C(NCC1CCCO1)C(C(=O)c1ccc(F)cc1)n1ccccc1=O (configuration not stated),0.0%,-1%,-3%,u,1%,-11%,-4%,-0.3%,i,-0.2%,-7%
N=c1n(Cc2ccccc2)c2ccccc2n1CC(O)c1ccco1 (configuration not stated),0.2%,u,0%,i,4%,u,-5%,-2.0%,i,-1.2%,u
CCOc1ccc2nc(NC(=O)CS(=O)(=O)c3ccccc3)sc2c1,-0.6%,5%,2%,i,-8%,-8%,-3%,-1.9%,i,-1.9%,0%
O=C(O)[C@H]1O[C@H]1C(=O)O,-0.6%[15.4 µM],-2%[9.22 µM],-8%[11.4 µM],i,4%[9.17 µM],-4%[11.4 µM],0%[11 µM],0.2%[9.22 µM],i,-0.5%[15.4 µM],7%[7.6 µM]
O=C(CSc1nnnn1C1CCCC1)N1CCCc2ccccc21,-2.7%,-1%,1%,i,5%,-4%,3%,-0.6%,i,-3.1%,2%
Cc1ccc(-c2cc(C(F)(F)F)n3nc(C(=O)N4CCCC4)cc3n2)cc1,-0.9%,-3%,-6%[11.4 µM],x,7%[9.17 µM],-7%[11.4 µM],6%[11 µM],-0.1%[0.0738 µM],x,-1.2%,u
O=C(N=c1nc2ccccn2s1)c1ccccc1,-2.3%,0%,-6%,1.2e-08M*,-1%,2%,2%,0.1%,1.2e-08M*,-0.3%,-11%
CCCCCNC(=O)c1ccc2c(=O)[nH]c3c(C(=O)NCC4CCCO4)sc(=S)n3c2c1 (configuration not stated),-12%,0%,-8%,i,-6%,-28%,-3%,-1.1%,i,-1.4%,u
CCOC(=O)c1cnn2c(C(F)(F)F)cc(-c3ccccc3)nc12,-5.4%,0%,-6%,x,3%,-12%,14%,0.6%[9.22 µM],x,-3.1%,u
COc1ccc(-n2c(C)cc(C(=O)CSc3nnc(-c4cccs4)o3)c2C)cc1,0.9%,0%,8%,i,-3%,u,-9%,-5.0%[57.5 µM],i,1.9%,-7%
COC(=O)c1ccccc1NC(=O)Cn1c(-c2nonc2N)nc2ccccc21,0.2%,16%,0%,i,0%,u,-3%,2.2%,i,-0.3%,u
O=C(NCCCn1ccnc1)c1cnn2c1NC(c1ccccc1)CC2C(F)(F)F (configuration not stated),-0.9%,-3%,-4%,i,17%,11%,-8%,-2.0%,i,-0.7%,4%
CCCC(=O)c1ccc(N2CCN(S(=O)(=O)c3ccccc3)CC2)c(F)c1,0.3%,-5%,2%,x,12%,-5%,0%,-1.7%,x,-0.3%,16%
COc1ccc(C2C(C(=O)Nc3cccc(C)n3)c3ccccc3C(=O)N2C)cc1 (configuration not stated),-0.6%,0%,-1%,i,-12%,-9%,-3%,-0.6%,i,2.4%,-19%
CCOC(=O)CSc1nnc(CNC(=O)c2ccccc2OC)n1-c1ccc(OC)cc1,-0.7%,2%,1%,i,12%,-4%,2%,0.3%,i,-0.7%,u
c1ccc(Cn2nnnc2C(c2ccncc2)N2CCOCC2)cc1 (configuration not stated),0.4%,1%,-3%,i,7%,1%,0%,x,i,0.0%,u
Cc1ccc(SCc2cc(=O)[nH]c(N3CCN(Cc4ccccc4)CC3)n2)cc1,1.6%,6%,-5%,i,2%,-12%,-4%,-0.7%,i,2.6%,u
COCCn1c(CN2CCC(Cc3ccccc3)CC2)nc2c1c(=O)n(C)c(=O)n2C,0.5%,2%,3%,i,-2%,5%,-1%,-0.4%[1.84 µM],i,0.5%,1%
CC1CCCN(C(=O)c2ccncc2)C1 (configuration not stated),-1.2%,0%,-12%,i,-1%,-8%,-1%,1.3%,i,0.4%,-2%
Cc1cc2cc(CN(CCCO)S(=O)(=O)c3cccc4nsnc34)c(=O)[nH]c2cc1C,-0.8%,1%,-8%,i,1%,-13%,-7%,-1.2%,i,-1.8%,u
COC(=O)c1ccc(C(NC(=O)OCc2ccccc2)/C(C)=C/[C@@H](C)C(=O)NCCO)cc1 (some centres not stated),-5.7%,x,-1%,x,x,6%,-2%,-0.5%,x,-1.2%,-10%

Compound profiles, as listed above. Screens in order: BRCT inh red | Epigenetic mod | Pol III holo inh | A350 autofl | Ub-GFP proteasome | 15-hLO inh | Hsp90 Hop PPI | HBB splicing | 4-MU autofl | BRCT inh green | CRE Fsk mod
Cc1cc2cc(CN(CCCO)S(=O)(=O)c3cccc4nsnc34)c(=O)[nH]c2cc1C is listed with -0.8% | 1% | -8% | i | 1% | -13% | -7% | -1.2% | i | -1.8% | u
COC(=O)c1ccc(C(NC(=O)OCc2ccccc2)/C(C)=C/[C@@H](C)C(=O)NCCO)cc1 (some centres not stated) is listed with -5.7% | x | -1% | x | x | 6% | -2% | -0.5% | x | -1.2% | -10%
Cc1ccc(-c2cc(C(F)(F)F)n3nc(C(=O)N4CCCC4)cc3n2)cc1 is listed with -0.9% | -3% | -6%[11.4 µM] | x | 7%[9.17 µM] | -7%[11.4 µM] | 6%[11 µM] | -0.1%[0.0738 µM] | x | -1.2% | u
CCCC(=O)c1ccc(N2CCN(S(=O)(=O)c3ccccc3)CC2)c(F)c1 is listed with 0.3% | -5% | 2% | x | 12% | -5% | 0% | -1.7% | x | -0.3% | 16%
